LYP phosphatase: LYP phosphatase inhibitors, primary screen, biochemical, DiFMUP fluorescence, recombinant catalytic domain, 10 µM (AID 606); recombinant LYP catalytic domain, DiFMUP fluorescence; higher % means a stronger effect; one-dose inhibition, % at 10 µM; IC50 in µM for titrated hits; 52,000 tested, under 10 active;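 active means IC50 under 40 µM in the dose-response test; inactive means IC50 of 40 µM or more, or never dose-tested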
Bfl-1 displacement: Bfl-1 inhibitors, primary screen, biochemical, fluorescence polarization, FITC-Bid, mouse (AID 432); Bcl-2-related protein A1 (Mus musculus); FITC-Bid BH3 peptide fluorescence polarization displacement; higher % means a stronger effect; displacement, % at 20 µM, or IC50 in µM where a hit was titrated; 64,000 tested, 0.02% active; in the data active means a potency from the dose series; inactive means the rest, 99 in 100 with displacement below about 15%; further: strong numbers were not always called active
Spn PMK inh: S. pneumoniae PMK inhibitors, primary screen, biochemical, mevalonate pathway, pilot trial included; inhibition, % at 10 µM; 65,000 tested, 0.49% active; phosphomevalonate kinase (Streptococcus pneumoniae D39); purified PMK, PK/LDH-coupled NADH absorbance 340 nm; AID 539, 2006;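 active means top-ranked compounds by inhibition in the single 10 µM screen, taking a fixed number of the strongest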;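 further: 0% = full reaction with DMSO carrier and 100% = background rate without enzyme reaction; no value below 0 was filed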
Alkaline phosphatase: human TNAP enzyme inhibitors, biochemical, luminescent (AID 518) | purified TNAP enzyme, luminescent substrate readout; higher % means a stronger effect | Alkaline phosphatase, tissue-nonspecific isozyme (Homo sapiens) | 64,000 tested, 0.09% active | inhibition, % at 20 µM, or IC50 in µM where a hit was titrated; in the data active means a potency from the dose series; inactive means the rest, 99 in 100 with inhibition below about 22%;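 further: plate controls were vehicle for no effect and reference inhibitor for full effect; many of its hits are not listed in these tables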
HPDE-C7 cytotoxicity: cytotoxicity in HPDE-C7 cells, cell-based, fluorescence, HTS (AID 430) | HPDE-C7 pancreatic duct cells viability, fluorescence; higher % means a stronger effect | one-dose cytotoxicity, % at 10 µM; EC50 in µM for titrated hits | 63,000 tested, 1.8% active;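 further: cells exposed to compound for 48 hours before viability readout; 0% = vehicle and 100% = reference cytotoxic drug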
MK inhibit: S. pneumoniae MK inhibitors, primary screen, biochemical, PK/LDH-coupled NADH absorbance; purified MK, PK/LDH-coupled NADH absorbance 340 nm; 65,000 tested, 0.48% active; inhibition, % at 10 µM; mevalonate kinase [Streptococcus pneumoniae D39]; AID 555, 2006;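 active means ranked among the strongest by inhibition in the single 10 µM screen, a fixed top-ranked set picked for dose follow-up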; further: no value below 0 was filed
HPDE-C7K KRASV12: cytotoxicity in KRAS-transformed pancreatic duct cells, primary screen, cell-based, fluorescence, HTS (AID 431). HPDE-C7K KRASV12 cells, Alamar Blue viability, 48 h; higher % means a stronger effect. cytotoxicity, % at 10 µM, or EC50 in µM where a hit was titrated. 63,000 tested, 1.7% active;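 active means compounds whose percent cytotoxicity in the single-dose primary screen, scaled between solvent and toxic-drug controls, exceeds 50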;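 further: 0% = DMSO solvent wells and 100% = doxorubicin-treated wells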
HT1080 viability: cytotoxicity in HT1080 fibrosarcoma cells, cell-based, fluorescence readout (AID 620) | 87,000 tested, 0.42% active | HT1080 viability, fluorescence; higher % means a stronger effect | one-dose cytotoxicity, % at 10 µM; EC50 in µM for titrated hits;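 further: cells exposed to compound overnight then 4 h with Alamar Blue; 0% = vehicle DMSO and 100% = killing control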
Spn DPM-DC inh: S. pneumoniae DPM-DC inhibitors, primary screen, biochemical, PK/LDH-coupled NADH fluorescence. 65,000 tested, 0.49% active. diphosphomevalonate decarboxylase (Streptococcus pneumoniae D39). calls only at 10 µM. purified DPM-DC. AID 556, 2006;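 active means the 320 compounds with the highest percent inhibition in the single-dose primary screen, excluding strongly autofluorescent ones, cut at about 32% in these data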;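 further: kinetic rate of NADH fluorescence loss reporting ADP formed by the decarboxylase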
Spn PMK inh pilot replicates: further read-out of Spn PMK inh, marked with its call; inhibition, %; measured here: pilot screen replicates
MK inhibit pilot replicates: recorded beside MK inhibit, whose call it bears; inhibition, %; measured here: pilot screen replicates
Spn DPM-DC inh pilot screen %: second read-out of Spn DPM-DC inh, no call of its own (marks repeat the call); inhibition, %; measured here: pilot screen trials
* hit, by the source's call; i = inactive; . = no result given. Unless noted, no stated cut-off is given here; in the data, active means cytotoxicity above about 50%; inactive means the rest.

SMILES | LYP phosphatase | Bfl-1 displacement | Spn PMK inh | Alkaline phosphatase | HPDE-C7 cytotoxicity | MK inhibit | HPDE-C7K KRASV12 | HT1080 viability | Spn DPM-DC inh | others
COc1cc(OC)c(NC(=O)CS(=O)(=O)Cc2nc(-c3ccc(C)cc3)oc2C)cc1Cl | 0% | 0% | 0 | 0% | 5% | 3 | 10% | 1% | i
COc1cc(C(=O)NCCc2nc3ccccc3n2C)cc(OC)c1OC | 0% | . | 0 | . | . | 4 | . | 22% | i
Cn1c(=O)n(-c2ccccc2)c(=O)c2c3c(sc21)COC(C)(C)C3 | -3% | -4% | 15 | 7% | -5% | 13 | -14% | 2% | i
O=C(NCc1ccc2c(c1)OCO2)c1cc2c(s1)CSC2 | 2% | -10% | 11 | 24% | 6% | 6 | 0% | 3% | i
COc1ccc(S(=O)(=O)N2CCC(C(=O)Nc3nnc(CCN4CCCCC4)s3)CC2)cc1 | . | 3% | 20 | 1% | -18% | 5 | -14% | 9% | i
Cn1c(C(C#N)/C(=N\S(=O)(=O)c2cccs2)c2ccccc2)nc2ccccc21 (stereo not given) | 1% | -8% | 10 | 9% | 0% | 6 | 6% | -9% | i
Cc1ccc(NCCNc2ccc(C)cc2)cc1 | 11% | 5% | 11 | 10% | -21% | 6 | -17% | -2% | i
CC(=O)NC1CC2CCCC(C1)N2CC(=O)Nc1ccccc1 (stereo not given) | -2% | -2% | 3 | 3% | -14% | 10 | -5% | 3% | i | Spn PMK inh pilot replicates=4.0;MK inhibit pilot replicates=2.0;Spn DPM-DC inh pilot screen %=0.0
CCCC(=O)c1cc(F)c(N2CCN(C(=O)OCC)CC2)cc1C | -2% | -8% | 4 | 5% | -9% | 0 | -1% | -3% | i
CCOc1ccc(S(=O)(=O)N(CC(=O)O)c2ccccc2)cc1 | -6% | -2% | 0 | 6% | -10% | 2 | -9% | -1% | i
COc1cccc(OCC(=O)Nc2ccccc2C(N)=O)c1 | 0% | 5% | 3 | 8% | -3% | 10 | -8% | 1% | i | Spn PMK inh pilot replicates=0.0;MK inhibit pilot replicates=0.0;Spn DPM-DC inh pilot screen %=0.0
COc1ccc(NC(=O)c2c(F)c(F)c(F)c(F)c2F)cc1Cl | 11% | -4% | 11 | 16% | . | 8 | . | 0% | i
O=C(NCc1cccnc1)c1cn(-c2ccccc2)nc1-c1cccs1 | 10% | 0% | 18 | 9% | -7% | 9 | -2% | -1% | i
Cc1cccc(NC(=O)CSc2nnc(-c3ccncc3)n2C)c1 | 8% | 1% | 12 | 2% | -4% | 5 | -1% | -1% | i
N#Cc1c(NC(=O)c2ccc(Br)o2)n(-c2ccccc2)c2nc3ccccc3nc12 | 1% | -6% | 2 | 14% | 55%* | 12 | 59%* | -3% | . | Spn PMK inh pilot replicates=0.0;MK inhibit pilot replicates=0.0
Cc1ccc(S(=O)(=O)Nc2nc3ccccc3nc2NCc2ccco2)cc1 | -6% | 17% | 3 | 17% | -4% | 2 | 0% | 4% | i | Spn PMK inh pilot replicates=0.5;MK inhibit pilot replicates=0.0;Spn DPM-DC inh pilot screen %=15
CCCOc1ccc(N2C(=O)CC(N3CCC(C(=O)OCC)CC3)C2=O)cc1 (stereo not given) | 2% | 0% | 1 | 9% | -7% | 5 | -2% | -8% | i
COc1ccc(OCc2nc(N)nc(Nc3cccc(C)c3C)n2)cc1 | 17% | 0% | 13 | 4% | -10% | 11 | -10% | 5% | i | Spn PMK inh pilot replicates=1.5;MK inhibit pilot replicates=0.0;Spn DPM-DC inh pilot screen %=0.0
O=C(OCCCC(=O)N1CCOCC1)c1ccccc1 | 6% | -6% | 12 | 15% | 3% | 15 | 4% | 2% | i
CC1=C(/C=C/C(C)=C/C=C/C(C)=C/C(=O)O)C(C)(C)CCC1 | 23% | 0% | 14 | 8% | . | 3 | . | . | i | Spn PMK inh pilot replicates=0.0;MK inhibit pilot replicates=0.0;Spn DPM-DC inh pilot screen %=1.0

Sorted by count of non-hydrogen atoms (smallest number first): some entries from above
SMILES | LYP phosphatase | Bfl-1 displacement | Spn PMK inh | Alkaline phosphatase | HPDE-C7 cytotoxicity | MK inhibit | HPDE-C7K KRASV12 | HT1080 viability | Spn DPM-DC inh | others
COc1cccc(OCC(=O)Nc2ccccc2C(N)=O)c1 | 0% | 5% | 3 | 8% | -3% | 10 | -8% | 1% | i | Spn PMK inh pilot replicates=0.0;MK inhibit pilot replicates=0.0;Spn DPM-DC inh pilot screen %=0.0
O=C(NCc1cccnc1)c1cn(-c2ccccc2)nc1-c1cccs1 | 10% | 0% | 18 | 9% | -7% | 9 | -2% | -1% | i
N#Cc1c(NC(=O)c2ccc(Br)o2)n(-c2ccccc2)c2nc3ccccc3nc12 | 1% | -6% | 2 | 14% | 55%* | 12 | 59%* | -3% | . | Spn PMK inh pilot replicates=0.0;MK inhibit pilot replicates=0.0

More structures follow.
SMILES | LYP phosphatase | Bfl-1 displacement | Spn PMK inh | Alkaline phosphatase | HPDE-C7 cytotoxicity | MK inhibit | HPDE-C7K KRASV12 | HT1080 viability | Spn DPM-DC inh | others
Cc1cccc(C(=O)Nc2ncc(CN3CCOCC3)s2)c1 | 8% | -16% | 2 | 6% | 0% | 2 | -16% | 9% | i
CCOCCCNC(=O)C(c1ccc(C)cc1)N(Cc1ccc2c(c1)OCO2)C(=O)CNC(C)=O (stereo not given) | -2% | -2% | 6 | -4% | -6% | 9 | -7% | 6% | i
CCOP(=O)(c1ccccc1)C1(C#N)CCCC1 (stereo not given) | -1% | 6% | 3 | 3% | 6% | 12 | -2% | -3% | i
CNC(=O)CN1C(=O)C2C3C=CC(C3)C2C1=O (stereo not given) | 5% | 0% | 12 | -1% | -8% | 5 | 3% | 23% | i
CSCC[C@H](NC(=O)Nc1cccc(C(F)(F)F)c1)C(=O)O | . | 8% | 23 | 17% | -30% | 9 | -19% | -7% | i
CCOC(=O)C1C2C=CC3(CN(Cc4cccs4)C(=O)C13)O2 (stereo not given) | 15% | 2% | 13 | 6% | -6% | 0 | 5% | 4% | i
COc1ccc(C(=O)NCc2ccccc2OC)cc1 | 2% | 1% | 0 | 17% | -20% | 13 | -5% | -1% | i | Spn PMK inh pilot replicates=1.0;MK inhibit pilot replicates=0.0;Spn DPM-DC inh pilot screen %=3.5
Cc1ccc(-c2cc(C(=O)NC3=NCCS3)c3cc(Br)ccc3n2)o1 | 16% | 7% | 5 | 5% | 23% | 26 | 24% | 10% | i
CCn1c(SCC(=O)Nc2nc(C)cs2)nnc1-c1cccnc1 | . | -4% | 0 | 9% | 6% | 6 | -6% | 11% | i
Cc1ccc(-c2nnc3n2N=C(c2ccccc2Br)CS3)cc1 | -8% | 3% | 5 | 12% | -6% | 1 | -6% | -2% | i

Molecules from the list above that contain a Cl atom (two):
SMILES | LYP phosphatase | Bfl-1 displacement | Spn PMK inh | Alkaline phosphatase | HPDE-C7 cytotoxicity | MK inhibit | HPDE-C7K KRASV12 | HT1080 viability | Spn DPM-DC inh | others
COc1cc(OC)c(NC(=O)CS(=O)(=O)Cc2nc(-c3ccc(C)cc3)oc2C)cc1Cl | 0% | 0% | 0 | 0% | 5% | 3 | 10% | 1% | i
COc1ccc(NC(=O)c2c(F)c(F)c(F)c(F)c2F)cc1Cl | 11% | -4% | 11 | 16% | . | 8 | . | 0% | i

Later entries
SMILES | LYP phosphatase | Bfl-1 displacement | Spn PMK inh | Alkaline phosphatase | HPDE-C7 cytotoxicity | MK inhibit | HPDE-C7K KRASV12 | HT1080 viability | Spn DPM-DC inh | others
CCOC(=O)N1CCN(C(=O)CNC(=O)Cc2ccc(Cl)cc2)CC1 | 5% | 2% | 6 | 9% | -4% | 14 | 1% | 3% | i
COc1ccc(C2(C(=O)N3CCOCC3)CCOCC2)cc1OC | 6% | -5% | 15 | 8% | -10% | 10 | 12% | 20% | i
O=C(CN1CCN(C(=O)c2ccccc2F)CC1)Nc1ccc(Br)cc1 | 2% | -6% | 8 | 1% | -4% | 0 | -6% | 1% | i
CCNC(=O)CC1C(=O)N(c2ccc(OC)cc2)C(=O)N1Cc1ccc(OC)cc1 (stereo not given) | -2% | -5% | 9 | 3% | -13% | 0 | -4% | -3% | i
CCOc1ccc(C(=O)NCC2CCCO2)cc1 (stereo not given) | -2% | -14% | 4 | 9% | 1% | 13 | -5% | 4% | i
c1ccc(N2CCN(c3nc4ccccc4n4nnnc34)CC2)cc1 | -7% | 29% | 15 | 5% | 19% | 0 | 8% | -4% | i
Cc1cc(Nc2nc3c(c(=O)n(C)c(=O)n3C)n2C)n(-c2ccc(Cl)cc2)n1 | 0% | -9% | 0 | 15% | -9% | 12 | -10% | 8% | i
CCOC(=O)CNc1c(-c2ccc(F)cc2)nc2cnccn12 | -3% | 6% | 18 | 12% | -6% | 8 | -2% | 9% | .
O=C1CCC(=O)N1CNc1cccnc1 | 8% | -4% | 4 | 2% | 10% | 6 | 5% | 1% | i
Cc1csc(NC(=O)Nc2ccc(Cl)cc2)n1 | 5% | -7% | 3 | 13% | 1% | 3 | -10% | 6% | i
Cc1cc(C)nc(/N=C/c2c(O)n(C)c(=O)n(C)c2=O)n1 | . | 1% | 0 | 0% | -26% | 5 | -16% | -4% | i
Cn1c(SCC(=O)c2ccc3c(c2)OCO3)nnc1C1COc2ccccc2O1 (stereo not given) | . | -1% | 10 | 5% | 11% | 5 | 23% | -11% | i
CCN1C(=O)C(CC(=O)NC2CCCCC2)N(CC)C1=O (stereo not given) | -9% | -3% | 5 | 8% | -6% | 11 | -6% | 3% | i
Cc1nn(-c2ccccc2)c2sc(C(=O)N(CC(=O)NC3CCCC3)Cc3ccco3)cc12 | . | -1% | 1 | 6% | 0% | 9 | 1% | -8% | i
O=C(CCSc1nc(-c2ccc3c(c2)OCO3)cc(C(F)(F)F)n1)NCc1ccco1 | 8% | 0% | 28* | 3% | -22% | 5 | -18% | 0% | .
COc1ccc(OC)c(-c2nnc(SCC(=O)N3CCOCC3)o2)c1 | . | -5% | 10 | -1% | 2% | 0 | 12% | 0% | i
COc1ccc(NC(=O)C2c3cc(OC)c(OC)cc3C(=O)N(C)C2c2cccnc2)cc1OC (stereo not given) | 1% | 2% | 0 | 5% | -9% | 12 | -3% | -5% | i
